Bioassay records: PubChem BioAssay, several laboratories
S1P4 agonist: S1P4 receptor agonists, primary screen, cell-based; S1P4-expressing cell line, agonist reporter assay; activation, % at 4.98 µM; hit rate 0.35% among 220,000; AID 1509, 2009; in the data active = activation above about 11%;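 also: 0% = DMSO vehicle and 100% = reference agonist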
Target sequence (O95977 whole entry, looked up): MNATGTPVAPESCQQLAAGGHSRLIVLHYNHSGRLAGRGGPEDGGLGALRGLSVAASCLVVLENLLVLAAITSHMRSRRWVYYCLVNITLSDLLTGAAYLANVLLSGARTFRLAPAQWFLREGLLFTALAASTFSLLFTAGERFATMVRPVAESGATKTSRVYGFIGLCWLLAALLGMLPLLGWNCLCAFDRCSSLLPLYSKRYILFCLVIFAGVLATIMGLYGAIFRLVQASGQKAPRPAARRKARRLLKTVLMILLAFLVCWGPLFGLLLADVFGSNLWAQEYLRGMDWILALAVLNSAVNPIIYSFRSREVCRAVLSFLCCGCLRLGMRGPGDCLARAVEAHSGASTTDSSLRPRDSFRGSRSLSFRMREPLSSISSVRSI
Ba/F3 V617F tox: reduced viability of JAK2V617F-dependent Ba/F3 cells, primary screen, JAK2V617F inhibitor project, cell-based, Ba/F3 EpoR-JAK2V617F, luminescence; inhibition, % at 5.6 µM; ATP luminescence; hit rate 1.1% among 220,000;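 active = inhibition above the campaign mean plus 3 SD over all tested compounds, cut at about 24% in these data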;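 also: cytokine-independent growth of Ba/F3 cells driven by EpoR plus mutant JAK2; 0% = DMSO-treated cells and 100% = JAK inhibitor I control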
BaF3 tox: parental Ba/F3 cell viability inhibition, counter-screen for JAK2V617F inhibitor project, murine pro-B, CellTiter-Glo luminescence; CellTiter-Glo ATP luminescence; inhibition, % at 5.6 µM; hit rate 1.1% among 220,000;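 active = inhibition above a per-campaign cutoff, the mean inhibition of all tested compounds plus 3 SD, cut at about 27% in these data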;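 also: 0% = DMSO wells and 100% = JAK Inhibitor I control wells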
eIF4E-4G inh: eIF4E–eIF4G protein interaction inhibitors, primary screen, biochemical, uHTS, TR-FRET, eIF4GI fragment. Eukaryotic translation initiation factor 4E (Mus musculus) + Eukaryotic translation …. TR-FRET eIF4E-eIF4GI(517-606) binding, 2 h. inhibition, % at 21.7 µM. hit rate 0.37% among 220,000;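 active = inhibition above about 30%, limit read from the data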;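 also: 0% = full FRET control wells and 100% = background wells lacking eIF4GI fragment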
Wee1 degr inh: Wee1 degradation inhibitors, primary screen, cell-based, HeLa, Wee1K328M-luciferase, luminescence. hit rate 1.2% among 220,000. Wee1-like protein kinase (Homo sapiens), P30291. HeLa Luc-Wee1K328M stability; 100% = proteasome inhibitor MG132 effect. AID 1321, 2008. reporter increase, % at 5 µM;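 active = activation above the mean of all tested compounds plus 3 SD, set per screening run, cut at about 8.8% in these data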;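 also: cells exposed to compound for 20 h before luminescence read; 0% = DMSO alone and 100% = MG132 at 30 µM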
S1P4 antagonist: S1P4 receptor antagonists, primary screen, cell-based; hit rate 0.26% among 220,000; inhibition, % at 4.98 µM; Sphingosine 1-phosphate receptor 4 (Homo sapiens), O95977; S1P4-expressing cells, antagonist mode, reporter read-out; in the data active = inhibition above about 29%;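 also: 0% = wells stimulated with agonist and 100% = vehicle wells without agonist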
MDM2 E3 inh: MDM2-luciferase reporter signal enhancers, primary screen, MDM2 E3 ligase inhibitor project, cell-based, luminescence, 1536-well | cell-based MDM2 ubiquitination luciferase reporter, 2 h; 0 = plate control, 100 = twice control, blank-subtracted | E3 ubiquitin-protein ligase Mdm2 (Homo sapiens), Q00987 | signal enhancement, % at 5 µM | AID 1230, 2008 | hit rate 0.11% among 210,000;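 active = signal enhancement of 30% or more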;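 also: luminescence tracks abundance of the self-degrading MDM2-luciferase fusion protein; higher signal means inhibition of MDM2 E3 ligase activity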
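Material: Stable MDM2–luciferase fusion reporter cells | Amount: 2000 cells seeded into each well | Dosing: One concentration, 5 µM, with 0.2% DMSO | Incubation: 4 h cell settling then 2 h compound exposure, 37 °C | Measured by: Luciferase luminescence | Read-out basis: % enhancement relative to plate controls after blank subtraction | Benchmarks: Control and blank well means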
NPY2 pot ag: NPY-Y2 potentiators or agonists, primary screen, cell-based; Neuropeptide Y receptor type 2 (Homo sapiens), P49146; cells expressing NPY-Y2, potentiator/agonist read-out; activation, % at 3.6 µM; hit rate 0.45% among 220,000; AID 1359, 2008; in the data active = activation above about 27%;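 also: cells stimulated with NPY near EC25 plus isoproterenol at EC100; 0% = vehicle plus submaximal agonist and 100% = vehicle plus saturating agonist; some results beyond the cut were filed as inactive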
Target sequence (P49146 whole entry, looked up): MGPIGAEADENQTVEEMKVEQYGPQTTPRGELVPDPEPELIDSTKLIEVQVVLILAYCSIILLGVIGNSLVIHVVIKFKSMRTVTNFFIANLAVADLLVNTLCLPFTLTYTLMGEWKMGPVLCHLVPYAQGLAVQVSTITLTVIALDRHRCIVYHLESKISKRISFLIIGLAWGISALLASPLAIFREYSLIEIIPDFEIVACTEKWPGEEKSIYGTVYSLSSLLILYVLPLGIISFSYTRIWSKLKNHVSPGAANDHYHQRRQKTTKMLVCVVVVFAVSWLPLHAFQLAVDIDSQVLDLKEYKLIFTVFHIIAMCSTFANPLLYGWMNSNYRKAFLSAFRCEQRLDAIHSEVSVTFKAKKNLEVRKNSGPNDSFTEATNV
PERK inhibitor: block of dimerizer-induced PERK translation repression, primary screen, PERK inhibitor project, CHO PERK-DD cells, SEAP luminescence, HTS; inhibition, % at 5.6 µM; AID 1416, 2008; CHO PERK-DD fusion, SEAP luminescence translation reporter; hit rate 0.17% among 220,000; Eukaryotic translation initiation factor 2-alpha kinase 3 (Homo sapiens), Q9NZJ5;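 active = inhibition above the mean inhibition of all tested compounds plus 3 SD, set separately per screening campaign, cut at about 2.9% in these data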;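 also: PERK kinase domain activated by AP20187 dimerizer at 100 nM; 0% = DMSO with dimerizer and 100% = rapamycin at 8.4 µM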
Active calls of the source: *; x = not tested or not shown; [ ] = dose if it differs, or a comment. Rows are unselected; 4.1% or so of the library scored in one or more.

Values run as follows: S1P4 agonist | Ba/F3 V617F tox | BaF3 tox | eIF4E-4G inh | Wee1 degr inh | S1P4 antagonist | MDM2 E3 inh | NPY2 pot ag | PERK inhibitor
CN(C)S(=O)(=O)N1CCN(c2ccc([N+](=O)[O-])c(N3CCOCC3)c2)CC1
    0.3 | 2.2 | 6.5 | -4.5 | 0.7 | -6.3 | -15.1 | -2.1 | 1.0
Cc1cc2ccccc2n1CCC(=O)O
    -0.4 | 1.3 | 5.9 | 2.2 | 1.2 | -4.3 | -15.4 | -10.0 | -0.2
O=C(CN1C(=O)CSc2ccccc21)N/N=C/c1ccco1
    1.2 | -4.2 | -1.9 | 2.7 | -3.0 | 1.4 | -5.8 | 7.9 | -0.3
O=C(Nc1nc2ccccc2[nH]1)c1ccc([N+](=O)[O-])cc1
    -1.1 | 4.8 | 2.6 | 1.9 | 2.8 | -22.7 | -56.3 | -19.1 | -0.9
O=C(c1ccc(S(=O)(=O)Nc2ccc(F)cc2)cc1)N1CCN(C(=O)c2ccco2)CC1
    0.0 | 5.7 | 10.3 | -16.8 | 1.0 | -2.8 | -7.1 | 17.7 | 0.3
COc1ccccc1OC1OC2COC(c3ccco3)OC2C(O)C1NC(C)=O (stereo not drawn)
    -1.0 | -6.9 | -0.4 | 2.8 | 9.1* | -8.0 | -8.7 | -4.3 | 1.9
CC(C)CC(=O)Nc1ccc2c3c(cccc13)CC2
    1.3 | 0.7 | 0.8 | 4.4 | -0.7 | -12.1 | -10.6 | -2.0 | -0.1
CCCCNS(=O)(=O)c1ccc(NC(=O)c2cccs2)cc1
    1.7 | 1.0 | 0.0 | 3.9 | -0.4 | -10.9 | -9.2 | -18.9 | 1.4
O=C(NCc1ccccc1)C1=C[C@@H](c2csc3ccccc23)C[C@@H](OCCCCO)O1
    0.6 | 25.4* | 57.3* | -1.3 | 1.0 | 5.1 | x | -16.4 | -0.1
Cc1ccc(S(=O)(=O)N2CCC(=O)N(C(COCc3ccc(C(F)(F)F)cc3)Cc3ccccc3)CC2)cc1 (stereo not drawn)
    0.2 | 0.1 | -0.3 | 1.5 | -2.5 | 0.3 | x | 11.1 | 1.4
CCCCn1c(=O)[nH]c2ccccc21
    0.0 | -0.4 | 4.3 | -10.0[fluorescence artefact?] | 1.0 | -0.3 | -1.8 | 8.3 | 1.2
C=CCC(NCc1ccco1)c1ccc(OC)c(OC)c1 (stereo not drawn)
    3.5 | -0.1 | 4.9 | -1.7 | 1.5 | -17.1 | -14.9 | 20.1 | -0.7
CCC(=O)N1CCc2cc(S(=O)(=O)N3CCN(C(=O)c4ccco4)CC3)ccc21
    -1.1 | 3.5 | 7.6 | 3.6[fluorescence artefact?] | 7.2 | -10.3 | -7.5 | 4.5 | -0.9
CCCc1cc(=O)[nH]c(SCC(=O)c2cc(C)n(C3CC3)c2C)n1
    0.6 | 2.2 | 2.1 | -6.3 | -1.1 | -9.1 | 3.3 | -11.4 | -1.0
Cc1ccnc(NC(=O)c2ccc([N+](=O)[O-])o2)c1
    -1.0 | -1.4 | -2.2 | -0.7 | 3.5 | 27.7 | -9.7 | -12.8 | 0.0
N#CC1(C#N)CC(C=O)=C(N)C1(C#N)CC(=O)C12CC3CC(CC(C3)C1)C2 (stereo not drawn)
    1.1 | 0.1 | 5.2 | 1.7[fluorescence artefact?] | -1.8 | -6.6 | 5.2 | -0.4 | 0.8
CCOc1ccccc1OCCCC(=O)N(C)CC(=O)Nc1cc(C)ccc1C
    0.9 | 3.3 | 2.3 | -0.3 | -2.1 | -15.4 | -11.9 | -0.3 | -1.0
S=C(c1ccc(-c2cccc(Cl)c2)o1)N1CCOCC1
    -0.2 | -4.5 | 2.5 | -4.7 | 0.8 | -18.5 | -5.8 | 0.8 | 0.1
COc1ccc(-c2nnc(SCC(=O)Nc3cccc(Cl)c3)o2)cc1
    -0.3 | -3.3 | -1.9 | -5.7 | -0.6 | -4.6 | -13.4 | 12.6 | 1.8
COc1ccc(/C=C/C(=O)OCCNC(=O)c2ccncc2)cc1OC
    0.4 | 1.2 | 2.2 | 0.5 | 0.7 | 2.5 | -2.9 | -5.3 | 0.2
Cc1ccc2c(c1)-c1c(cnn1CC(=O)Nc1ccccc1N1CCN(C)CC1)CO2
    -0.5 | -0.2 | 1.5 | -2.5 | -0.9 | 0.7 | -10.4 | -10.0 | -0.5
O=C(Nc1ccccc1N(C(=O)c1ccco1)S(=O)(=O)c1cccs1)c1ccco1
    4.3 | -4.0 | 3.8 | 6.1[fluorescence artefact?] | 3.4 | -2.2 | -5.5 | -2.8 | 0.4
Cc1c(OCc2ccccc2)c(=O)ccn1Cc1ccccc1
    0.1 | 0.0 | 7.0 | 2.2 | 2.1 | -37.6 | -5.7 | -4.7 | 0.4
CCOc1ccc(NC(=O)CCC(=O)O)cc1
    -0.5 | -4.0 | 3.5 | 3.3 | 3.1 | -11.8 | -10.3 | -2.0 | 0.6
C=CCSc1nc2sc(C)c(C)c2c(=O)n1CC=C
    2.5 | -4.7 | -0.5 | 5.0 | -1.3 | 1.1 | 1.7 | -2.8 | -0.2
O=CNC(=O)c1ccccc1C(=O)O
    0.3 | -0.1 | 1.6 | -9.8 | 1.9 | -20.9 | x | -10.6 | -0.1
CN(C)CCCCOc1ccc(Br)cc1Cl
    -2.6 | -0.4 | 2.8 | 4.2 | 0.3 | -0.7 | -24.4 | -9.0 | 1.8
CCCc1nc2ccc(NC(=O)c3ccco3)cc2c(=O)n1Cc1ccc(Cl)cc1
    0.3 | -0.3 | 3.0 | -32.1[fluorescence artefact?] | -2.4 | -5.4 | x | -24.9 | -0.5
COc1ccc(S(=O)(=O)N2CCNCC2)cc1OC
    0.1 | -0.9 | 8.2 | 0.2 | 2.9 | -40.5 | -8.1 | 15.0 | 2.3
CCn1cc(C(=O)O)c(=O)c2cnc(N3CCN(C(=O)Nc4ccccc4)CC3)nc21
    -2.0 | -2.0 | 1.6 | x | -4.0 | -9.7 | x | 9.2 | 0.1
CN1/C(=C\C(=O)COC(=O)c2ccc(O)cc2)C(C)(C)c2ccccc21
    1.2 | -1.6 | 7.6 | 8.8 | -1.1 | 6.8 | -6.0 | -6.5 | 0.3
Cc1occc1C(=O)Nc1cc(C(F)(F)F)ccc1Cl
    0.8 | -1.6 | 3.9 | 7.9 | -1.2 | -9.6 | -7.4 | -6.8 | 0.8
Cc1ccc(Cl)cc1N1CCN(Cc2cc3c(cc2O)CCC3)CC1
    0.8 | 1.8 | 5.1 | -4.2 | 0.5 | -16.4 | -12.5 | 0.0 | -0.1
CCSc1cc(N2CC(C)OC(C)C2)nc(-c2ccccc2Cl)n1 (stereo not drawn)
    -0.8 | -1.6 | 4.6 | 6.6 | -0.2 | -9.7 | -15.6 | 5.2 | 0.2
COCCCNC(=O)CSc1nc2ccccc2c(=O)n1CCCC(=O)NCC1CCCO1 (stereo not drawn)
    3.8 | -1.9 | 6.6 | -3.1 | -1.9 | -1.1 | -9.9 | -1.8 | 0.4
CSc1cccc(NC(=O)Nc2ccccc2C(N)=O)c1
    3.9 | 0.1 | -1.6 | -6.7 | 3.1 | 0.8 | -0.4 | -29.3 | -1.1
O=C(COC(=O)Cn1cnc2ccccc21)Nc1cccc2c1C(=O)c1ccccc1C2=O
    1.1 | 0.1 | 4.4 | -1.2 | 1.7 | -18.3 | -10.3 | -1.5 | 0.7
O=C(CSc1ncn[nH]1)Nc1ccnc2ccccc12
    0.8 | -3.1 | 5.5 | 1.4[fluorescence artefact?] | -0.1 | -20.0 | -2.1 | 1.8 | 1.5
COc1ccc(CNC(=O)Nc2ccc(C)c(C)c2)cc1
    -0.7 | 4.0 | 7.1 | 0.0 | -1.0 | 4.1 | -10.5 | -16.3 | 1.1
O=[N+]([O-])c1ccc(CN2CCN(Cc3c[nH]c4ccccc34)CC2)cc1
    0.5 | -5.5 | 0.1 | 4.2 | -2.9 | -0.3 | -11.3 | 1.6 | -0.7
CCCc1cc(=O)oc2c3c(c4c(c12)OC(C)(C)C=C4)OC(C)C(C)C3O (stereo not drawn)
    0.1 | 1.4 | -1.6 | 2.4 | 4.8 | 4.9 | -12.3 | -58.5 | 0.7
Cn1cc(Br)c(C(=O)n2cc(Br)cn2)n1
    -2.4 | -4.6 | -2.0 | 1.1 | 2.3 | -8.6 | 22.9 | 3.6 | 1.6
CCCn1c(=N)c(C(=O)NC2CCCC2)cc2c(=O)n3cccc(C)c3nc21
    3.5 | 2.5 | 8.9 | 1.4 | -0.5 | -15.3 | -4.6 | 7.2 | -1.1
CCN=C1S/C(=C\c2ccc(OC)c(OCC)c2)C(=O)N1CC
    0.6 | 2.5 | 7.7 | 1.8 | 5.4 | -1.9 | -8.8 | 9.4 | -0.6
COc1ccc2ccccc2c1/C=N/NC(=S)Nc1cc(S(=O)(=O)N2CCOCC2)ccc1N1CCOCC1
    0.7 | -0.6 | 3.3 | -0.4[fluorescence artefact?] | -0.6 | -15.4 | -14.5 | -2.4 | -0.9

Taken from the results shown, 2 compounds:
Values run as follows: S1P4 agonist | Ba/F3 V617F tox | BaF3 tox | eIF4E-4G inh | Wee1 degr inh | S1P4 antagonist | MDM2 E3 inh | NPY2 pot ag | PERK inhibitor
CN1/C(=C\C(=O)COC(=O)c2ccc(O)cc2)C(C)(C)c2ccccc21
    1.2 | -1.6 | 7.6 | 8.8 | -1.1 | 6.8 | -6.0 | -6.5 | 0.3
Cc1occc1C(=O)Nc1cc(C(F)(F)F)ccc1Cl
    0.8 | -1.6 | 3.9 | 7.9 | -1.2 | -9.6 | -7.4 | -6.8 | 0.8

Going on with the list:
Values run as follows: S1P4 agonist | Ba/F3 V617F tox | BaF3 tox | eIF4E-4G inh | Wee1 degr inh | S1P4 antagonist | MDM2 E3 inh | NPY2 pot ag | PERK inhibitor
COc1cc(C(=O)O)nc2ccccc12
    0.4 | -4.6 | -3.1 | 0.0 | -2.4 | -5.4 | -13.6 | 7.7 | 0.1
CCOC(=O)c1cccc(-n2c(-c3ccc(OC)cc3)nc3nc4ccccc4nc32)c1
    0.7 | 2.2 | 5.7 | 3.7 | -2.1 | -19.9 | -12.7 | -4.3 | 0.1
COc1cc2ncnc(NCc3ccccc3)c2cc1OC
    0.4 | 1.1 | 5.2 | 0.1 | 1.3 | 2.1 | -0.3 | -0.3 | -0.1
CCN(CC(=O)Nc1ccccc1OC)CC(=O)Nc1c(Cl)ccc(C)c1Cl
    0.8 | -2.3 | 2.8 | 3.6 | -0.9 | -23.9 | 2.4 | 6.9 | 0.4
